Screening data as filed in PubChem.
SIAE primary – human SIAE inhibition, primary screen; Q9HAT2; SIAE FP-Rh probe binding, fluorescence polarization; inhibition, % at 9.66 µM; 370,000 compounds, 0.69% hits;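 active means inhibition above a cutoff: mean of compounds within the control limits plus 3 SD of those, cut at about 17% in these data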;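 further: 0% = plate median of compound wells and 100% = probe without SIAE protein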
TCR-CD3 inh – inhibitors of human TCR-CD3 interaction; TAMRA-labeled TCR probe fluorescence, biochemical; inhibition, % at 9.4 µM; 360,000 compounds, 0.37% hits; AID 651800; in the data active means inhibition above about 19%;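 further: recombinant mutant TCR 2C K166C tagged with TAMRA read by polarization; 0% = receptor in buffer alone and 100% = receptor with positive control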
ABHD4 inh – inhibitors of mouse ABHD4; purified mABHD4, FP-Rh probe fluorescence polarization; inhibition, % at 8.92 µM; Q8VD66; 370,000 compounds, 0.54% hits; AID 720543;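 active means inhibition exceeding the mean over every tested compound plus 3 SD, cut at about 30% in these data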;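 further: 0% = plate median of compound wells and 100% = S159A mutant with DMSO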
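Test system: mABHD4 protein; Read-out basis: % inhibition; Incubation: 45 min + 60 min at 25 °C; Repeats: single replicate; Technique: fluorescence polarization with parallel and perpendicular emission, 525/598 nm; Compound: 8.92 µM, single dose; Benchmarks: full inhibition S159A mutant plus DMSO, zero as sample-well median.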
MBD2 inh – inhibitors of human MBD2 binding to methylated oligonucleotide; Q9UBB5; TR-FRET; inhibition, % at 4.4 µM; 370,000 compounds, 0.31% hits; AID 686964; in the data active means inhibition above about 13%
rCAG RNA binder – binds r(CAG) RNA repeats; inhibition, % at 3 µM; 370,000 compounds, 1.3% hits; r(CAG) RNA repeat, TO-PRO-1 dye displacement fluorescence;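 active means inhibition above the plate cutoff, the mean of all test compounds on that plate plus 3 SD, cut at about 35% in these data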;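 further: 0% = DMSO alone and 100% = 100 µM mitoxantrone as full dye displacement; higher means more dye released from RNA so lower well fluorescence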
TDP2 absorb – blocks human TDP2 phosphodiesterase activity; AID 720702; recombinant TDP2, T5PNP hydrolysis, p-nitrophenol absorbance 415 nm; O95551; inhibition, % at 12.8 µM; 370,000 compounds, 0.34% hits;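 active means inhibition above the mean of all tested compounds plus 3 SD, set per campaign, cut at about 25% in these data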;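 further: 0% = DMSO with enzyme and 100% = buffer with substrate but no TDP2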
Target sequence (O95551 whole entry, looked up): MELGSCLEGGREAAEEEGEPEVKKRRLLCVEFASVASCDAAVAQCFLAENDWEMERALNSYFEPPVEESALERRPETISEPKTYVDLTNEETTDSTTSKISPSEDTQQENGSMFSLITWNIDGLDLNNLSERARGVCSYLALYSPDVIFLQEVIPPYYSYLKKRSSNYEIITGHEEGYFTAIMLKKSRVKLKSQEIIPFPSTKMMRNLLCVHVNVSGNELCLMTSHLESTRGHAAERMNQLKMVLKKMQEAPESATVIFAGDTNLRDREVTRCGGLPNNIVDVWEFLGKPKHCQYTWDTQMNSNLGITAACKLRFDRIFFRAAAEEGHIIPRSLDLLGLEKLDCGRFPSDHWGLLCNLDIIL
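Test system: Human TDP2 enzyme | Reagent: 5 mM T5PNP | Compound dosing: 12.8 µM single point, 1% DMSO | Incubation: Enzyme reaction with compound for 2 h at 37 °C | Technique: p-Nitrophenol epi absorbance | Read-out: % inhibition relative to enzyme-containing and enzyme-free wells | Benchmarks: High control without enzyme, low control DMSO plus TDP2 | Replicates: Singlicate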
HTRA1 inhibitor – blocks human HTRA1 serine peptidase | Q92743 | AID 504803 | recombinant HTRA1, FP-rhodamine activity-based probe, fluorescence polarization | 340,000 compounds, 0.5% hits | inhibition, % at 5.96 µM; in the data active means inhibition above about 36%;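 further: 0% = enzyme with DMSO and 100% = wells lacking enzyme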
Target sequence (Q92743 whole entry, looked up): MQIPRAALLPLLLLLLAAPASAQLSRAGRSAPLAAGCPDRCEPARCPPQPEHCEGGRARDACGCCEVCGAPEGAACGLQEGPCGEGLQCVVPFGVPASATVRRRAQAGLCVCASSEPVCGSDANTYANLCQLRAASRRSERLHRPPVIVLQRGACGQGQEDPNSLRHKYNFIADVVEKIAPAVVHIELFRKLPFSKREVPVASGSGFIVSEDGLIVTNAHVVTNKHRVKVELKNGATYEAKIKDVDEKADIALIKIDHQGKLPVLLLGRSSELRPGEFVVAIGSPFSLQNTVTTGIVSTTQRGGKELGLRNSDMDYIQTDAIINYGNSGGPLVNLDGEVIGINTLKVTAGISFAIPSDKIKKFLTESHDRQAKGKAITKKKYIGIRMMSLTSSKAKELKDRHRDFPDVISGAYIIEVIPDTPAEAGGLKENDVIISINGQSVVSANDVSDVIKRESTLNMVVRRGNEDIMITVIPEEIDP
PRMT1 inh – inhibitors of human PRMT1. 370,000 compounds, 1.3% hits. Q99873. recombinant PRMT1, activity-based probe fluorescence polarization. inhibition, % at 2.79 µM;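 active means inhibition above about 21% made by adding two undisclosed values, limit read from the data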
LEDGF integ inh – blocks HIV-1 LEDGF/p75-dependent DNA integration | 370,000 compounds, 0.64% hits | inhibition, % at 3.7 µM | TR-FRET IN-LEDGF/p75 DNA integration, Eu/Cy5;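 active means inhibition above the screen-wide mean plus 3 SD, cut at about 13% in these data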;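 further: signal is the Cy5 over europium emission ratio at 671 and 618 nm; 0% = plate median of compound wells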
NPR2 activator – GC-B (human) receptor activation; P20594; HEK293-GC-B cells, CNP EC30, cGMP TR-FRET; 0% at EC30 CNP, 100% saturating CNP; activation, % at 10 µM; 370,000 compounds, 0.11% hits;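 active means activation at 10 µM reaching about 35% in either raw or pattern-adjusted values, limit read from the data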
Numbers without * were called inactive; / = not tested or not shown.

Order of results: SIAE primary	TCR-CD3 inh	ABHD4 inh	MBD2 inh	rCAG RNA binder	TDP2 absorb	HTRA1 inhibitor	PRMT1 inh	LEDGF integ inh	NPR2 activator
- CCOC(=O)c1c(-n2c(C)cc(C=O)c2C)sc2c1CCCC2
    -9.3	-4.5	-6.0	9.6	-5.9	-7.7	-15.4	-1.9	2.0	-8.0
- COc1ccc(-c2[nH]nc3oc(=O)cc(C)c23)cc1
    -6.1	-0.6	-13.2	14.5*	4.2	-7.6	-7.0	0.8	-2.0	-0.9
- O=C(Nc1ccc(C(=O)N2CCCCC2)cc1)c1ccccc1Br
    2.6	5.9	-6.8	4.5	-4.7	1.6	-4.5	-0.3	0.0	1.4
- Cc1cc2cc(CN(Cc3ccco3)C(=S)NCC3CCCO3)c(=O)[nH]c2cc1C (centres undefined)
    -3.0	-1.9	-2.4	-3.2	13.3	-22.6	-14.5	16.3	7.0	0.0
- COC(=O)c1ccc(/C=N/NC(=O)CC(=O)NC(C)C)cc1
    4.6	-1.7	3.2	2.1	-0.8	-9.7	3.5	0.5	0.7	-3.8
- O=C(NNC1OC(CO)C(O)C(O)C1O)c1cccc(Br)c1 (centres undefined)
    1.3	3.7	-6.0	3.8	-0.5	6.8	-11.1	-7.5	4.6	3.1
- CCCCOc1ccc(/C(O)=C2/C(=O)C(=O)N(Cc3cccnc3)C2c2ccncc2)c(C)c1 (centres undefined)
    2.9	-5.1	3.2	2.7	1.2	3.4	1.6	1.9	-1.7	3.0
- O=C(OCn1nnc2ccccc2c1=O)c1cccs1
    1.2	8.2	1.1	0.0	1.8	-1.4	-10.4	-1.2	1.5	5.4
- O=C(COc1ccc(S(=O)(=O)NC2CCCCC2)cc1)NCc1cccnc1
    5.8	5.2	1.6	5.4	-4.1	-3.3	-3.2	2.8	-0.4	-7.5
- Cc1nn(Cc2ccc(Br)cc2)c(C)c1NC(=O)c1nn(C)cc1Cl
    1.4	3.5	-1.1	1.5	-6.3	5.2	-4.8	-1.1	-2.3	0.8
- O=C(O)c1ccccc1Nc1ccnc(Cl)n1
    2.9	3.0	7.6	5.2	1.0	3.0	1.5	-1.2	-2.1	-0.2
- O=C(c1ccc(N2CCCCC2)c([N+](=O)[O-])c1)N1CCN(S(=O)(=O)c2ccccc2)CC1
    0.1	3.6	6.8	2.2	-4.6	-16.6	-5.9	-1.8	0.5	-0.2
- CCOC(=O)N1N=C(C)CC1(O)c1ccccc1 (centres undefined)
    -1.4	3.4	-0.8	-1.7	-1.2	-9.6	-3.3	-2.4	2.5	1.9
- Cc1cccc(-c2nc3ccccc3c(=O)n2NC(=O)c2ccc([N+](=O)[O-])c(C)c2)c1
    3.1	6.7	0.2	-2.4	3.2	-10.2	4.3	1.3	-1.4	9.9
- NS(=O)(=O)c1cccnc1Nc1c(Cl)cccc1Cl
    -5.2	0.0	-2.7	1.3	4.4	8.9	-8.2	-0.6	-1.7	-5.0
- Cc1ccccc1CS(=O)(=O)Cc1ccc(C(=O)NCc2ccccn2)o1
    5.8	12.5	7.7	-2.1	-0.4	1.0	2.4	0.2	-2.1	-0.7
- Cc1nn(-c2ccccc2)c(C)c1P(=O)(c1ccccc1)N(C)C (centres undefined)
    9.3	2.4	3.6	3.9	-6.6	7.1	3.5	-1.9	1.8	2.3
- Cc1c(C(=O)Nc2ccc(Cl)cc2)c2ccccn2c1C(=O)c1ccc(F)cc1
    1.2	-0.6	-7.2	-2.3	2.3	-12.6	-0.5	-1.0	-3.2	-5.4
- CCOc1cc([N+](=O)[O-])cc2c1C(=O)Nc1ccccc1O2
    -9.3	-6.3	-10.8	3.9	15.2	-3.7	-10.1	2.4	-5.1	0.2
- COc1ccccc1C(=O)NNC(=O)c1ccccc1Br
    -3.0	8.0	3.2	5.6	-3.5	0.2	1.1	1.7	-3.3	4.2
- Nc1ccc(C(=O)N/N=C\C=C\c2ccc([N+](=O)[O-])cc2)cc1
    4.4	0.6	5.2	1.1	-0.6	-3.4	-11.4	-3.4	-0.4	-0.1
- CC(=O)c1ccc(OCC(=O)Nc2ccc3nc(C)sc3c2)cc1
    -11.1	-1.8	-3.7	2.5	-0.8	11.8	-0.9	-5.2	3.4	-4.8
- CC(=NN1CCN(c2ccccn2)CC1)c1ccccc1O
    5.0	/	-1.3	-0.6	-1.0	-6.6	/	1.9	2.1	-2.7
- COc1cccc(NC(=O)CCS(=O)(=O)c2ccc3c(c2)oc(=O)n3C)c1
    -3.2	-3.4	5.5	-3.7	3.6	3.3	-1.0	5.6	-5.0	-1.8
- O=C1COc2ccc(C(=O)CCl)cc2N1
    -2.2	-0.9	-3.3	-1.4	-1.1	3.4	/	4.2	-5.7	0.9
- CN(C(=O)CSc1nc2ccccc2c(=O)n1C)C1CCS(=O)(=O)C1 (centres undefined)
    2.3	3.0	2.6	1.4	-0.4	8.1	3.0	2.4	-0.7	1.3
- Cc1ccccc1NC(=O)C(C)OC(=O)CNS(=O)(=O)c1ccc(C#N)cc1 (centres undefined)
    -4.0	4.8	3.9	3.6	0.3	9.1	4.3	-4.2	-0.8	2.1
- CC(=O)NC1C(Oc2ccccc2C)OC(CO)C(O)C1O (centres undefined)
    1.2	-2.0	-7.4	1.5	0.3	6.9	6.2	-1.4	-1.5	0.7
- Cc1ccc(OCC(=O)Nc2ccc(NC(=O)c3ccccc3)cc2)cc1C
    -0.5	1.1	1.7	1.5	-1.6	3.1	-3.1	2.2	1.2	1.2
- Cc1ccc(S(=O)(=O)Nc2cc(C)cn(Cc3ccccc3)c2=O)cc1
    -0.3	-4.3	0.9	4.3	-0.8	9.1	-2.7	5.7	-2.8	3.6

Among those listed so far, 3 have an aryl methoxy group:
Order of results: SIAE primary	TCR-CD3 inh	ABHD4 inh	MBD2 inh	rCAG RNA binder	TDP2 absorb	HTRA1 inhibitor	PRMT1 inh	LEDGF integ inh	NPR2 activator
- COc1ccc(-c2[nH]nc3oc(=O)cc(C)c23)cc1
    -6.1	-0.6	-13.2	14.5*	4.2	-7.6	-7.0	0.8	-2.0	-0.9
- COc1ccccc1C(=O)NNC(=O)c1ccccc1Br
    -3.0	8.0	3.2	5.6	-3.5	0.2	1.1	1.7	-3.3	4.2
- COc1cccc(NC(=O)CCS(=O)(=O)c2ccc3c(c2)oc(=O)n3C)c1
    -3.2	-3.4	5.5	-3.7	3.6	3.3	-1.0	5.6	-5.0	-1.8

Further results:
Order of results: SIAE primary	TCR-CD3 inh	ABHD4 inh	MBD2 inh	rCAG RNA binder	TDP2 absorb	HTRA1 inhibitor	PRMT1 inh	LEDGF integ inh	NPR2 activator
- COc1cc(-c2nc(CN(C)C(C)c3ccncn3)c(C)o2)ccc1F (centres undefined)
    8.7	-2.2	4.3	5.6	-0.8	7.6	9.0	3.8	-1.2	-3.5
- Cc1c(C(=O)Nc2ccc(C(=O)O)cc2)cnn1C
    2.8	3.2	2.6	0.5	0.0	-0.7	1.1	2.0	-0.9	2.1
- CS(=O)(=O)N1N=C(c2ccccc2)CC1c1cccs1 (centres undefined)
    0.7	-6.8	4.7	3.8	-0.6	-3.7	-8.8	-0.1	0.8	-8.7
- CCOc1ccc(S(=O)(=O)N2CCCC(C(=O)NCc3ccccn3)C2)cc1 (centres undefined)
    4.0	0.4	0.2	-2.4	0.8	-5.7	-0.1	-7.3	-0.8	5.9
- CCN(CC)C(=O)CSc1nnc(-c2ccc(S(=O)(=O)N3CCOCC3)cc2)n1C
    -5.2	0.5	7.0	0.5	-0.6	-2.7	0.0	-0.9	1.1	0.4
- COc1ccc(CC(=O)Nc2cc(S(=O)(=O)N3CCOCC3)ccc2N2CCOCC2)cc1OC
    -0.8	-8.1	0.7	0.3	5.2	2.7	3.8	-0.4	-2.4	-1.5
- COc1ccc(-c2c(-c3cc(OC)cc(OC)c3)n(C)c3ccc(-c4ccc(OC)cc4F)cc23)cc1
    1.6	-7.2	0.6	1.5	3.5	5.0	-7.6	-1.4	-0.6	-0.5
- COC(=O)[C@@]12C[C@@H](CC(=O)NCc3cccc(C(F)(F)F)c3)C(=O)N(Cc3ccco3)C1=CCC(C)(C)C2
    -3.4	-1.8	-9.1	-0.3	0.7	-10.4	/	4.2	2.8	-1.3
- CC[C@]12C(=O)N(C)C[C@H]([C@@H]3C(=O)N(C)C(=O)[C@@H]31)N2C(=O)c1ccc(C(C)(C)C)cc1
    -0.7	2.7	1.4	-1.3	-2.8	3.2	-6.0	1.6	-3.6	6.2
- CC(C)c1ccc(NC(=O)c2cnn(-c3ccccc3)c2NC(=O)c2ccco2)cc1
    -47.1	6.9	-27.2	3.1	16.4	-9.0	-11.3	-1.8	-1.1	6.8
- COc1cc(C(=O)Nc2ccc3nc(N4CCOCC4)sc3c2)cc(OC)c1OC
    2.3	2.7	1.4	5.1	1.2	1.1	-1.9	0.1	1.7	7.7
- COc1ccccc1N1CCN(C(c2cccs2)C(C)NC(=O)c2cccnc2)CC1 (centres undefined)
    -2.6	-2.3	-1.0	5.2	1.0	-0.7	0.2	0.0	-1.1	3.0
- CSc1nnc([C@@H]2CCCN2C(=O)OC(C)(C)C)o1
    -4.2	-3.9	-11.1	1.1	-2.1	-13.6	-5.0	6.9	1.4	0.5
- CN1CCN(C2CN(Cc3ccc([N+](=O)[O-])cc3)S(=O)(=O)C2)CC1 (centres undefined)
    -1.5	3.7	2.0	-4.5	1.3	-5.2	-0.4	-2.6	0.3	-1.4
- C/C(CC(=O)Nc1cccc2c1CCCC2)=N\NC(=O)c1cccc2ccccc12
    11.7	0.6	-9.7	-3.4	7.1	6.9	-5.0	-1.1	2.3	2.7
- Cc1ccc(C(=O)N2CCCN(c3nc4cc5c(cc4cc3C#N)OCO5)CC2)cc1
    0.4	0.1	6.3	-1.1	-2.0	11.4	-10.8	13.1	1.8	-3.1
- Cc1ccc(S(=O)(=O)NCC(c2ccco2)N2CCc3ccccc3C2)cc1 (centres undefined)
    1.2	0.2	-3.6	1.4	-1.0	-1.6	-18.1	-2.2	8.7	-21.8
- NC(=O)c1ccc(Cn2c(C(=O)c3cc(Cl)c(N)c(Cl)c3)c3ccccc3[n+]2[O-])cc1
    -0.3	5.8	-13.2	-0.3	5.3	6.3	-23.1	1.5	0.7	2.2
- CN(C)c1ccc(/C=C/C(=O)c2ccc(C(C)(C)C)cc2)cc1[N+](=O)[O-]
    8.3	-4.0	2.9	-6.0	6.4	-4.8	-7.6	0.6	3.2	-0.8
- COc1ccc(CCNC(=O)Cc2ccc([N+](=O)[O-])cc2)cc1OC
    16.3	6.3	0.2	9.6	1.0	5.7	1.9	-5.9	4.1	-10.3
- C[C@H](NC(=O)c1ccccc1)C(=O)OCC(=O)Nc1ccc(Cl)cn1
    -1.8	0.4	0.5	1.1	2.9	6.0	8.8	-0.3	-3.1	0.9
- Cc1sc(=NC(=O)c2ccco2)n(C)c1-c1ccc(Cl)cc1
    -1.1	3.1	-8.4	1.6	-6.6	3.5	-14.2	1.4	5.2	-1.6
- O=S(=O)(CC=CCS(=O)(=O)c1ccccc1)c1ccccc1
    -0.5	-4.4	3.3	2.0	2.3	6.0	2.2	5.3	-4.0	3.5

Some of the compounds tested; count on the stated rates, not on these rows.
